Cdc25B block: inhibitors of human Cdc25B phosphatase. inhibition, %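 (compounds tested at 10 µM final in the well)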. recombinant Cdc25B, OMFP fluorescence Ex485/Em525. 65,000 tested, 0.1% active. AID 368; in the data active = inhibition above about 50%
Target sequence (P30305 whole entry, looked up): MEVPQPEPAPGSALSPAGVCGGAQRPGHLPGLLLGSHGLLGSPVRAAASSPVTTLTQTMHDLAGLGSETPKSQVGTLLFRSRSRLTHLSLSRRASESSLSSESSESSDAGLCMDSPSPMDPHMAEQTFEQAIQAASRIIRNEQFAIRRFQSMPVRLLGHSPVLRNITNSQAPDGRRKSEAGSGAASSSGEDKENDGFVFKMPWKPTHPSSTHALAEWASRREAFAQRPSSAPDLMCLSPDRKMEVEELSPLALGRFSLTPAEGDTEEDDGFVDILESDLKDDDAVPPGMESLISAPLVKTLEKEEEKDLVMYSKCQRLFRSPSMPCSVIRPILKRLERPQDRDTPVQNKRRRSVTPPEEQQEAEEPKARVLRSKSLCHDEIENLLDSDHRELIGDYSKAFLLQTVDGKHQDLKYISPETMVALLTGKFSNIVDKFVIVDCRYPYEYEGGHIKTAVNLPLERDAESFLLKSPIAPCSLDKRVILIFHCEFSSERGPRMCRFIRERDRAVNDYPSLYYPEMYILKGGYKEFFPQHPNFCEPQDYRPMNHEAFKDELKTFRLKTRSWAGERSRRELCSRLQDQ
AP ELISA ortho: orthogonal test for alternative complement pathway inhibitors. Human serum alternative complement pathway, LPS-coated ELISA, C3 deposition; tested in compound mixtures. inhibition, % at 5 µM. 62,000 tested, 0.08% active;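 active = inhibition above 30% in each of the two pooled mixtures holding the compound, so the lower value exceeds 30%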;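 note: 0% = serum in Mg-EGTA without compound and 100% = EDTA serum blank; some compounds past the cut are filed as inactive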
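Assay system: Human serum alternative complement pathway, C3 deposition on LPS-coated wells | Incubation: 1 h serum-compound exposure at 37 °C | Doses: 5 µM per compound in ten-compound mixtures | Read-out: Percent inhibition | Technique: ELISA with HRP anti-human C3 antibody, TMB substrate, absorbance 450 nm | Replication: Two pool placements per compound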
FXIa mix inh: blocks human factor XIa in pooled compound mixtures; purified FXIa, fluorogenic substrate; inhibition, % at 5 µM; 62,000 tested, 0.19% active; AID 680;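 note: each value is inhibition by a whole ten-compound pool holding the compound; 0% = enzyme with no mixture and 100% = wells lacking enzyme; strong numbers were not always called active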
FXIIa mix inh: factor XIIa (human) inhibition, mixture screen | P00748 | 62,000 tested, 0.2% active | inhibition, % at 5 µM | purified FXIIa, fluorogenic substrate, pooled mixtures;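 note: 0% = enzyme without compound and 100% = no enzyme blank; some results filed as inactive read as strong as hits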
MMP-13 inhibitor: blocks human MMP13 activity. P45452. MMP-13 fTHP FRET cleavage, Mca fluorescence. inhibition, % at 4 µM. 65,000 tested, 0.07% active. AID 570;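 active = inhibition above the mean of compound-free control plate wells plus 3 SD, cut at about 14% in these data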;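 note: 0% = DMSO wells and 100% = wells with reference MMP-13 inhibitor after basal subtraction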
MKP-1 inh: inhibitors of human MKP-1 phosphatase. recombinant MKP-1, OMFP hydrolysis fluorescence. inhibition, %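 (compounds tested at a single concentration somewhere between 10 and 100 µM)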. P28562. 65,000 tested, 0.15% active;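 active = inhibition above about 50%, limit read from the data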;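 note: 0% = DMSO max control wells and 100% = wells with enzyme stopped by NaOH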
Target sequence (P28562 whole entry, looked up): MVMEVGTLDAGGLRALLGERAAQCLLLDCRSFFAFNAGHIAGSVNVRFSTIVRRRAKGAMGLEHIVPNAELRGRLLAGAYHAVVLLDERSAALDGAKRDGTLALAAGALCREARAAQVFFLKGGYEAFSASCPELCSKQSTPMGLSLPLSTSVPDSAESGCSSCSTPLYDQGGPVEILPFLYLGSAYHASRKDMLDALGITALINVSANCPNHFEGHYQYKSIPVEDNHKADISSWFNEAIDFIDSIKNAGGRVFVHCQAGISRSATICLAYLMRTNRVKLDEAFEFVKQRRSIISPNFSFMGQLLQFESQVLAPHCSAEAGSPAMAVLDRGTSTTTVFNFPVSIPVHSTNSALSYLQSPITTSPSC
Hsp90 inh: displaces geldanamycin probe from tumor Hsp90; P07900; NCI-N417 lysate Hsp90, Cy3B-geldanamycin FP displacement; inhibition, % at 30 µM; 64,000 tested, 0.35% active; AID 429;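 active = inhibition above 50%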;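 note: 0% = tracer plus lysate wells and 100% = tracer alone without lysate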
A340 absorber: compounds absorbing at 340 nm; compound absorbance at 340 nm, fold over control; fold change at 10 µM; 65,000 tested, under 10 active; AID 708;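 active = at 10 µM dose, initial 340 nm absorbance at least 2 fold that of control wells; inactive = change under 2 fold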;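 note: initial absorbance extrapolated from kinetic A340 decline of NADH oxidation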
JNK3 blocker: blocks human JNK3 kinase activity | P53779 | purified JNK3 kinase activity, HTS | inhibition, % at 8 µM | 60,000 tested, 0.61% active; in the data active = inhibition above about 17%;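 note: 0% = DMSO and 100% = reference inhibitor; many of its hits are not listed in these tables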
Starred values were filed as active, the others as inactive; x = no result given; [ ] = remark or other dose. Cut-off read from the data, not from the text of the source, unless noted: active = inhibition above about 20% (passing the limit was not always enough); inactive = the rest.

compound	A340 absorber	JNK3 blocker	AP ELISA ortho	MKP-1 inh	Hsp90 inh	MMP-13 inhibitor	FXIa mix inh	FXIIa mix inh	Cdc25B block
COCCSc1ccccc1C(=O)NCc1ccco1	1	-4	11	17	-3	1	12	0	-3
O=C(c1cccnc1NCc1ccc(F)cc1)N1CCOCC1	1	-4	5	15	-3	-3	2	7	19
CC(=O)c1ccc(-n2nnnc2SCC(=O)N2CCc3ccccc3C2)cc1	0.98	-2	1	-12	-5	3	1	-3	-7
CN1CCN(c2ccccc2NC(=O)c2ccc(OCc3ccccc3)cc2)CC1	1.1	-6	5	-22	-7	4	1	-16	-24
COc1cc(OC)cc(-c2nnc(SCC(=O)Nc3cc(C)on3)o2)c1	0.98	-2	4	-12	1	-6	3	9	-6
COc1ccccc1NC(=O)c1ccc(S(=O)(=O)N2CCOCC2)cc1	0.99	1	-4	-18	-2	6	7	6	-2
CC(C)n1c(SCC(=O)c2ccc3c(c2)OCCO3)nc2c1c(=O)n(C)c(=O)n2C	1	5	-6	22	6	0	-14	-11	6
O=C(O)c1cc(S(=O)(=O)NCc2ccco2)c(Cl)cc1Cl	1	3	10	0	-3	4	7	11	-3
CCc1ccc(-c2nc(CN3CCC(C(=O)NCCN(CC)c4ccccc4)CC3)c(C)o2)cc1	1	6	19	36	-5	-2	9	5	-39
COc1ccc(C)cc1NC(=O)C1CCCN(S(=O)(=O)c2cnc[nH]2)C1 (stereo not given)	1.1	4	18	-3	2	0	0	2	-8
O=S(=O)(c1cccc2nsnc12)N1CCN(C/C=C/c2ccccc2)CC1	1.1	-6	x	-21	-7	4	x	x	-20
CN(CCc1ccccn1)Cc1ccc(Cl)cc1Cl	1.1	-2	14	2	0	0	0	6	-19
CCCCC(O)(C(NC=O)C(=O)OC)C(F)(F)F (stereo not given)	0.97	-8	7	5	1	-4	5	2	6
CCCOc1ccc(C(CC(=O)O)NS(=O)(=O)c2ccc(NC(C)=O)cc2)cc1 (stereo not given)	1	-7	7	-21	-3	-2	4	13	3
COc1ccc(NC(=O)C2CCN(c3cc(C)nc(-c4ccccc4)n3)CC2)cc1	1	x	6	29	-3	5	4	-3	-2
COc1ccc(-n2c(Cc3cccn3C)nnc2SCC(=O)N2CCC(C)CC2)cc1	0.98	-1	11	17	-3	3	9	8	-7
COc1ccc(OC)c(NS(=O)(=O)c2ccc3c(c2)CCC(=O)N3)c1	1	-4	7	7	-3	0	6	-5	-13
O=C(CCCc1nc(-c2ccccc2)no1)Nc1cccnc1	1	0	-8	-12	-1	1	-31	9	-18
CCOC(=O)c1nnn(-c2nonc2N)c1-c1ccccc1	1	3	9	-2	-4	6	6	7	-1
Cc1noc(C)c1CSc1cc(C)c2ccccc2n1	1	6	8	-5	-1	-1	-1	5	-13
CCCN(c1ccc(C(C)C)cc1)S(=O)(=O)c1c(C)noc1C	1.1	x	3	16	-2	1	8	35*	-1
C=CCn1c(=O)c(C(=O)NCCc2ccccc2)c(O)c2ccccc21	1.1	-9	27	8	-3	-2	7	5	-2
CCOC(=O)C1=C(N)OC2=C(C(=O)CCC2)C1c1cccnc1 (stereo not given)	1	x	8	7	x	-2	-4	1	-13
CCOc1ccc(OCC)c(NC(=O)C2C3C=CC(O3)C2C(=O)NCc2ccco2)c1 (stereo not given)	1	4	-2	24	11	1	-12	-6	9
CCC(C)NC(=O)C(NS(=O)(=O)c1ccc2c(c1)c(=O)n(C)c(=O)n2C)c1ccccc1 (stereo not given)	1.1	2	7	8	-3	-4	7	12	-13
CCOC(=O)c1ccc(NC2c3ncccc3C(=O)N2Cc2ccc(F)cc2)cc1 (stereo not given)	1.1	-8	10	52*	-1	3	8	2	-3
CCN(CCCNC(=O)C1CCN(S(=O)(=O)c2cnc[nH]2)CC1)c1ccccc1	0.97	0	-2	-4	-2	-3	2	4	11
COC(=O)c1cc(S(=O)(=O)N2CCC(C)CC2)ccc1F	0.99	x	7	15	-3	2	16	6	-2
O=C(O)COc1ccc2c(c1)OCCO2	1	6	18	9	-2	2	10	5	22
CS(=O)(=O)N1CCc2cc(S(=O)(=O)Nc3ccc4c(c3)OCCO4)ccc21	1	0	x	10	-3	1	x	x	-5
c1ccc2[nH]c(SN3CCOCC3)nc2c1	0.98	1	10	-15	2	2	-17	-14	-4
CCC(CC)C(=O)Nc1cccc(C(=O)N2CCOCC2)c1	1	-5	8	1	-3	2	1	2	-9
COC(=O)c1cc(=O)nc2scc(C)n12	1.1	1	12	-3	-2	-5	14	-9	-23
CCOC(=O)C1Cc2cc3c(cc2C1=O)CC(C(=O)OCC)C3=O (stereo not given)	1.1	6	15	-18	-13	1	2	-1	2
CCOC(=O)N1CCC(NC(=O)C2CCN(S(=O)(=O)c3c(C)noc3C)CC2)CC1	1.1	x	5	-2	-4	3	10	2	0
CC1=CC(c2ccccc2)n2nc(NS(=O)(=O)c3ccc(C)cc3)nc2N1 (stereo not given)	1.1	0	-3	15	-5	-105[fluorescence artefact?]	2	15	0
CC(C(=O)N1CCN(C)CC1)N1C(=O)c2ccccc2C1=O (stereo not given)	1	-2	7	4	-1	-6	7	4	-5
CC(c1ccccc1)n1cc(C(=O)NCCN2CCOCC2)nn1 (stereo not given)	1	x	7	-12	2	-3	3	-17	-1
Cc1c(Cl)cccc1N1CC(C(=O)Nc2nccs2)CC1=O (stereo not given)	1	5	14	6	2	-8	-3	18	-2
COCCCNC(CC(=O)Nc1ccccc1C(=O)OC)C(=O)O (stereo not given)	1.1	-7	3	38	1	-1	8	6	-7
OCCNc1nc(N2CCN(Cc3ccccc3)CC2)nc2ccccc12	1	-6	1	-19	-2	-18	7	5	-12
CCc1ccc(N2CC34C=CC(O3)C(C(=O)OC(C)C)C4C2=O)cc1 (stereo not given)	1	x	16	13	x	x	2	-18	-13
CCOC(=O)c1ccc2c(c1)NC(=O)C(N1CCN(c3ccc(OC)cc3)CC1)S2 (stereo not given)	1.1	0	26	16	3	-2	0	-19	-10
Cc1ccc(S(=O)(=O)N2CCOCC2)c(C)c1-n1cnnn1	1	1	8	0	-5	-4	1	-5	-4
CCOC(=O)N1CCN(CCC(=O)c2ccc(Cl)cc2)CC1	1	-4	16	1	-1	0	12	6	-4
CC1CN=C(N(C(=O)Nc2ccccc2)c2ccc(S(=O)(=O)N3CCOCC3)cc2)S1 (stereo not given)	1.1	1	-3	-1	-1	-2	6	-15	0
O=c1oc2ccccc2n1CCc1ccccc1	0.99	4	-6	-6	-1	-10	-10	12	2
CCOc1ccc(N2CC(C(=O)Nc3ccccc3F)CC2=O)cc1 (stereo not given)	1	x	4	-2	-2	2	8	8	-2
CCOC(=O)c1ccc(NC(=O)CSc2nc(C)cc(=O)[nH]2)cc1	0.99	-9	-3	19	-15	5	14	7	6
Cc1ccc(S(=O)(=O)N(C)Cc2nc(-c3ccncc3)no2)cc1	1	3	2	6	-7	0	0	1	-12

2 entries picked at random from those above:
compound	A340 absorber	JNK3 blocker	AP ELISA ortho	MKP-1 inh	Hsp90 inh	MMP-13 inhibitor	FXIa mix inh	FXIIa mix inh	Cdc25B block
COC(=O)c1cc(=O)nc2scc(C)n12	1.1	1	12	-3	-2	-5	14	-9	-23
O=S(=O)(c1cccc2nsnc12)N1CCN(C/C=C/c2ccccc2)CC1	1.1	-6	x	-21	-7	4	x	x	-20

The results go on:
compound	A340 absorber	JNK3 blocker	AP ELISA ortho	MKP-1 inh	Hsp90 inh	MMP-13 inhibitor	FXIa mix inh	FXIIa mix inh	Cdc25B block
CCOC(=O)c1nn(-c2ccc(OC)cc2)c(=O)c2c(N)scc12	1	4	14	1	-3	2	6	2	9
O=C(c1ccco1)N1CCN(C(=O)C2CCN(S(=O)(=O)c3cccs3)CC2)CC1	0.99	5	8	9	0	2	4	6	-13
CCc1nn(-c2cc(Cl)ccc2OC)c2c1C(=O)CCC2	1	2	13	5	-4	-9	4	5	18
CCOC(=O)N1CCC(NC(=O)CCC(=O)c2ccccc2)CC1	0.99	5	0	-7	-3	0	-2	-15	10
Cn1c(CN2CCCCC2)nc2cc(NC(=O)c3ccc(F)cc3)ccc21	1	-4	-8	-15	-3	10	-1	-3	-2
c1ccc(-c2nnc3ccc(N4CCC5(CC4)OCCO5)nn23)cc1	1	-3	11	26	0	2	4	-1	1
CC(=O)N=C(N)Sc1nc2ccccc2[nH]1	1.1	-3	x	-9	-4	-3	x	x	14
COc1ccc(S(=O)(=O)N(C)CC(=O)Nc2ccccc2C(F)(F)F)cc1	1	-1	-15	8	0	3	-1	-4	-11
CCOc1ccccc1N(CC(=O)Nc1ccccc1C(=O)OC)S(C)(=O)=O	1	x	0	13	x	x	5	7	-4
CCOc1cc(N2CCOCC2)c(OCC)cc1NC(=O)CCC1CCCC1	0.99	1	9	11	3	3	4	4	-13
O=C(NCc1ccc(F)cc1)c1ccc(CS(=O)(=O)Cc2ccc(F)cc2)o1	0.97	2	9	-3	0	4	0	2	7
COc1ccc(NS(=O)(=O)c2cccc(-c3nnc4n3CCCCC4)c2)cc1	1	x	7	11	x	2	-17	5	-6
OC1(Cc2ccn[nH]2)CCCCC1	1	-2	3	-12	-2	0	-4	18	3
CN(C)C=Nc1ncc2c([nH]c3ccccc32)c1C#N	1.2	4	10	25	-3	-15	9	2	-6
O=C(CN1CCN(S(=O)(=O)c2ccc(F)cc2)CC1)Nc1cccc(C(F)(F)F)c1	1	4	12	4	-1	-14	2	3	-12
COc1ccc(Cl)cc1Nc1nc(NCCO)nc(N2CCCC2)n1	0.98	-7	-6	20	-5	2	9	7	-20
[O-]/[N+](=C\c1ccccc1)[C@@H]1CCCC[C@@H]1/[N+]([O-])=C/c1ccccc1	0.99	5	9	-9	1	4	17	-17	-2
CCOCC(=O)NCc1ccc2c(c1)OCO2	1	-1	2	-6	-2	4	8	7	-5
COc1ccc2nc(NC(=O)CCn3cccc3)sc2c1	1	6	-7	2	-1	-3	2	13	-3
COC(=O)c1ccccc1S(=O)(=O)N(Cc1cc2ccc(OC)cc2[nH]c1=O)CC1CCCO1 (stereo not given)	1.1	1	4	35	-2	-6	5	-4	-9
CCN(CC)C(=O)c1cc2cc(Br)ccc2oc1=O	1.1	-2	-4	-8	-2	1	3	1	-58
CN(CC(=O)N1CCN(c2ccccn2)CC1)S(=O)(=O)c1ccc2ccccc2c1	0.99	2	-3	-2	1	-4	11	12	-19
CC(=O)c1cc(C#N)c(SCC(=O)OC(C)C)nc1C	0.98	2	8	-5	0	2	9	-19	-15
Cc1cc(C)c(OCC(=O)Nc2nnn(C)n2)c(Br)c1	1	3	2	5	-4	-3	20	6	-10
COc1ccc(C(=O)NCCn2cc(SCC(=O)Nc3nnc(C)s3)c3ccccc32)cc1	0.98	1	x	15	-5	-4	x	x	-3
Cc1nc2c(c(=O)n1CC1CCCO1)c1nc3ccccc3nc1n2Cc1ccc2c(c1)OCO2 (stereo not given)	1.1	-9	x	9	15	5	x	x	12
Cn1c(=O)c2c(ncn2CC(=O)N2CCOCC2)n(C)c1=O	1	2	6	17	-1	1	0	3	-6
Cc1ccc2c(c1)[nH]c1c(=O)n(CCN3CCCCC3)cnc12	1.1	-9	-8	-12	-6	-16	-7	7	2
CCCCCOC(=O)c1cc(=O)[nH]c2ccccc12	1.1	4	15	6	-2	-6	4	2	5
CCCCN(CCCC)c1nc2ccccc2nc1C(C#N)C(=O)NCCCOC (stereo not given)	0.95	-4	x	-16	-5	-9	x	x	-3

Screening results deposited in PubChem by several laboratories.
